HDAC3 inhib: inhibitors of human histone deacetylase 3 | 320,000 tested, 0.15% active | inhibition, % at 8.3 µM | O15379 | recombinant HDAC3, fluorogenic peptide/trypsin coupled, fluorescence; in the data active = inhibition above about 26%, passing the limit was not always enough; inconclusive = no clear call, values can overlap the other calls
GSK3beta inhib: inhibitors of human GSK3beta kinase. AID 2097. 300,000 tested, 0.038% active. GST-GSK3beta kinase, ADP-Glo luminescence, 60 min; stronger effect = lower value. P49841. activity score (negative = inhibition), % at 10 µM;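 active = more than half of replicate wells score below -50%, meaning over 50% inhibition versus plate controls; inconclusive = some replicates but at most half score below -50%; inactive = no replicate scores below -50%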;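 also: 0% = median DMSO wells and -100% = median GW8510 positive control wells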
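Assay system: GST-fused GSK3beta enzyme, cell-free / Medium: Tris pH 7.5 buffer with MgCl2, DTT, BSA, heparin / Also added: peptide substrate plus 25 µM ATP (final) / Compound: 10 µM single point / Timing: kinase reaction with compound 60 min at room temperature / Detection: ADP-Glo luminescence / Benchmarks: DMSO neutral wells and GW8510 at 20 µM as positive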
KCNQ1 act: human KCNQ1 channel potentiation or activation; B-score at 10 µM; CHO-K1 KCNQ1, thallium flux FluxOR fluorescence; stronger effect = higher value; 310,000 tested, 0.35% active; P51787; AID 2648;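 active = fluorescence ratio B-score, a plate-corrected score, at least three library SD, with initial intensity B-score within 5 SD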
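Assay system: stable KCNQ1 CHO-K1 line; medium: assay buffer, equal DMSO in all wells; timing: 90 min dye loading and 20 min compound exposure, both at room temperature; technique: kinetic FluxOR thallium fluorescence, 10-s 1-Hz baseline, 110-s post-stimulus read; read-out basis: B score of baseline-normalized fluorescence ratio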
GSK3 alpha inh: blocks human GSK-3 alpha kinase. P49840. ADP-Glo luminescence, 60 min. inhibition, % at 10 µM. 320,000 tested, 0.1% active;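 in the data active = inhibition above about 50%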;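 also: GST-tagged GSK-3 alpha with peptide substrate and 25 µM ATP; 0% = DMSO neutral wells and 100% = GW8510 positive control wells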
Target sequence (P49840 whole entry, looked up): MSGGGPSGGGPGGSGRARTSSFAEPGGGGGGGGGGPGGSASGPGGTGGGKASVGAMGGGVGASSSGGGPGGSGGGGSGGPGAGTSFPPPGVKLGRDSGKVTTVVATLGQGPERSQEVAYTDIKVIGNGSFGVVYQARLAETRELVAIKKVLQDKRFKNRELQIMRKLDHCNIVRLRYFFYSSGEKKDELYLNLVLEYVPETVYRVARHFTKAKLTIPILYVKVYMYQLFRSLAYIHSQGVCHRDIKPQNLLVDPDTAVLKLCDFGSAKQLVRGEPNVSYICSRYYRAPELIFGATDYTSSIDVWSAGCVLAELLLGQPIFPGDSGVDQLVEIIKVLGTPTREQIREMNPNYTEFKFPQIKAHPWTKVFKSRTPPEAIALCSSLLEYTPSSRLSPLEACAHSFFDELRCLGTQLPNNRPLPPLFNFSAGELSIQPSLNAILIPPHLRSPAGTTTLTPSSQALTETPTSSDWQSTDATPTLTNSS
KCNK9 inh: human KCNK9 channel inhibition; Q9NPC2; HEK293 KCNK9, FluxOR thallium flux fluorescence; stronger effect = lower value; B-score at 10 µM; 310,000 tested, 1.2% active;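 active = ratio B-score over 3 SD below the library mean, with starting fluorescence within 5 SD of its mean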;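 also: negative B-score means less thallium flux so channel inhibition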
Target sequence (Q9NPC2 whole entry, looked up): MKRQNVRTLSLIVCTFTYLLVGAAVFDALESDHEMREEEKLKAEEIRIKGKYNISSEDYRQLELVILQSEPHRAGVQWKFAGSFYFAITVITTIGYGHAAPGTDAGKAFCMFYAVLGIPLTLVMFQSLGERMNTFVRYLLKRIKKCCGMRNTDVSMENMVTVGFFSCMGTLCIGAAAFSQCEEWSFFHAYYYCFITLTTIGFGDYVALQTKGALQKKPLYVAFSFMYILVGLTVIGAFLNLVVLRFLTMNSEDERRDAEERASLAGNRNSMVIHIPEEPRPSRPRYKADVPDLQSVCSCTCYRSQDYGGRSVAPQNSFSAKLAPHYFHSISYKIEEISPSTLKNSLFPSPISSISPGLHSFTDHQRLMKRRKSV
hERG protect: hERG (human) protection from proarrhythmic block; 310,000 tested, 0.51% active; Q12809; AID 1511; CHO-hERG, FluxOR thallium flux, dofetilide IC70 present; activation (rescue from dofetilide block), less the hit threshold, % at 10 µM;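 active = activation above the mean of controls blocked by dofetilide plus 5 SD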;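 also: thallium influx through hERG after potassium depolarization seen as dye fluorescence rise; in these data hits start at about 4.7%; inactives centre near -7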
PolyA inh: blocks polyadenylation in yeast reporter cells | calls only at 12 µM | 300,000 tested, 0.02% active | S. cerevisiae SKY197-pL101 polyadenylation reporter, beta-gal luminescence; efflux-impaired pdr1/pdr3 knockout yeast; score 100 = 6 SD above DMSO;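 active = lowest replicate activity score at least 50, where 100 means six control SD above control mean; inconclusive = lowest score under 50 but half or more replicates reach 50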;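 also: yeast exposed to compound for 9 h at 30 °C; higher score means more reporter readthrough which indicates perturbed polyadenylation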
KCNQ1 inh: inhibitors of human KCNQ1 potassium channel; CHO-K1 KCNQ1, FluxOR thallium flux fluorescence; stronger effect = higher value; 310,000 tested, 1.3% active; AID 2642; B-score at 10 µM;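 active = compounds whose thallium flux B-score, printed positive for inhibition, exceeds three library SD while starting fluorescence stays within three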;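 also: channel opened by potassium depolarization with thallium stimulus after 20 min compound exposure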
KCNK3 inh: human KCNK3 channel inhibition, primary screen | O14649 | B-score at 10 µM | AID 602410 | CHO-KCNK3 thallium flux, FluxOR fluorescence; stronger effect = lower value | 340,000 tested, 0.84% active;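 active = B-score under library mean minus 4 SD, starting fluorescence ratio at most library mean plus 5 SD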;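 also: more negative B-score means stronger inhibition of thallium flux through KCNK3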
RGS4 act: RGS4 potentiation or activation. HEK293 M3R/inducible RGS4, carbachol calcium flux Fluo4; stronger effect = lower value. B-score at 10 µM. 310,000 tested, 0.92% active. AID 463111;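 active = B-score of the integrated calcium signal more than 4 SD below the library mean, with starting fluorescence not abnormally high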;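 also: negative B-score means reduced calcium response which marks RGS4 activation or potentiation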
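Test system: HEK293 cells with stable M3R and inducible RGS4; also added: carbachol at ECmax as muscarinic agonist stimulus; schedule: dye loading 30 min 37 °C, buffer rest 30 min RT; technique: kinetic calcium fluorescence imaging with Fluo4-AM dye, 2 µM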
Dyrk1A ADPGlo: blocks rat Dyrk1A kinase activity | Q63470 | ADP-Glo luminescence, NFATc1 peptide | inhibition, % at 12.5 µM | 310,000 tested, 0.43% active | AID 504441; in the data active = inhibition above about 50%;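 also: plate controls were vehicle with enzyme for no effect and no enzyme for full effect; many of its hits are not listed in these tables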
* hit, by the source's call; i = inactive; u = inconclusive; x = no result given.

SMILES | HDAC3 inhib | GSK3beta inhib | KCNQ1 act | GSK3 alpha inh | KCNK9 inh | hERG protect | PolyA inh | KCNQ1 inh | KCNK3 inh | RGS4 act | Dyrk1A ADPGlo
CN(Cc1ccccc1)C(=O)CN1CCCC1=O | -3 | -2 | i | -2 | i | -10 | i | i | i | i | x
C/C(CC(c1ccccc1)c1c(O)c2ccccc2oc1=O)=N\NC(N)=S (centres undefined) | -6 | 3 | i | -2 | i | -9 | i | i | i | i | -2
Cn1c(O)c(Cc2cccc(Cl)c2Cl)c(=O)n(C)c1=O | 3 | -2 | i | 2 | i | -4 | i | i | i | i | 8
CCCCn1c(=O)c(C(=O)Nc2ccccc2F)c(O)c2ccccc21 | 9 | 1 | i | -2 | i | -3 | i | i | i | i | -3
O=C(Nc1ccccc1OC(=O)N1CCOCC1)N1CCOCC1 | 0 | 2 | i | 2 | i | -9 | i | i | i | i | 1
COc1cc(/C=C/[N+](=O)[O-])ccc1O | -3 | 4 | i | 0 | i | -6 | i | i | i | i | 7
CN1CC2=CC(O)CC3Oc4c(O)ccc(c4[C@]23C)C1 (some centres undefined) | -4 | -22 | i | -2 | i | -4 | i | i | i | i | 2
O=C(C1CC(=O)N(C2CCCC2)C1)N1CCC2(CC1)OCCO2 (centres undefined) | -3 | 2 | i | -2 | i | -10 | i | i | i | i | -6
Cc1c(Cl)cccc1NC(=S)N1CC2CC(C1)c1cccc(=O)n1C2 (centres undefined) | 2 | -1 | 30* | -2 | i | -4 | x | i | i | i | 0
O=C(COC(=O)Cc1ccccc1)Nc1cc(S(=O)(=O)N2CCCCC2)ccc1Cl | -3 | 6 | i | 0 | i | -11 | i | i | i | i | 11

Part of the list above in order of formula weight, rising:
SMILES | HDAC3 inhib | GSK3beta inhib | KCNQ1 act | GSK3 alpha inh | KCNK9 inh | hERG protect | PolyA inh | KCNQ1 inh | KCNK3 inh | RGS4 act | Dyrk1A ADPGlo
COc1cc(/C=C/[N+](=O)[O-])ccc1O | -3 | 4 | i | 0 | i | -6 | i | i | i | i | 7
CCCCn1c(=O)c(C(=O)Nc2ccccc2F)c(O)c2ccccc21 | 9 | 1 | i | -2 | i | -3 | i | i | i | i | -3
O=C(COC(=O)Cc1ccccc1)Nc1cc(S(=O)(=O)N2CCCCC2)ccc1Cl | -3 | 6 | i | 0 | i | -11 | i | i | i | i | 11

Next section:
SMILES | HDAC3 inhib | GSK3beta inhib | KCNQ1 act | GSK3 alpha inh | KCNK9 inh | hERG protect | PolyA inh | KCNQ1 inh | KCNK3 inh | RGS4 act | Dyrk1A ADPGlo
Cc1nc2cc(C(F)(F)F)ccc2n1C1CCN(Cc2nnnn2CCc2ccccc2)CC1 | -2 | -1 | i | 1 | i | -13 | i | i | i | i | 10
Cc1cc(C=C2C(=O)NC(=S)NC2=O)c(C)n1-c1ccc2c(c1)OCO2 | 8 | -4 | i | -1 | i | -8 | i | i | i | i | 0
COc1cc2ccc(=O)oc2c2ccoc12 | -7 | -1 | i | 1 | i | -9 | i | i | i | i | 59*
CC(=O)c1cn(CC(=O)NCCc2c[nH]c3ccccc23)c2ccccc12 | 2 | 2 | i | -1 | i | -1 | i | i | i | i | x
CN1C(=O)C(=Cc2ccc(N3CCOCC3)o2)C(=O)N(C)C1=O | x | 25 | i | 1 | i | -14 | i | i | i | i | -6
CCCCC(=O)N/N=C/c1c(O)n(-c2cccc3ccccc23)c(=O)[nH]c1=O | 2 | 2 | i | -5 | i | -13 | i | i | i | i | 2
COC(=O)C1=C(c2ccccc2)C[C@@H]2CC[C@H]1N2C(=O)NC1CC1 | 1 | 5 | i | -4 | i | -10 | i | i | i | i | 2
CC(Cc1ccccc1)NC(=O)c1ccc(N)cc1 (centres undefined) | -10 | 1 | i | 8 | i | -7 | i | i | i | i | -4
CC(C(=O)Nc1ccc(Br)cc1C(=O)c1ccccc1)N1CCCCC1 (centres undefined) | 0 | 0 | i | 2 | i | -9 | i | i | i | i | -5
Cc1ccc(/C=C2/C(=O)NC(=O)N(CC3CCCO3)C2=O)s1 (centres undefined) | 1 | 3 | i | -6 | i | -10 | i | i | i | i | 0
Oc1ccccc1-[n+]1c(-c2ccccc2)cc(-c2ccccc2)c(O)c1-c1ccccc1 | 17 | -2 | i | -2 | -8.4* | -6 | i | i | i | i | -2
O=C(N/N=C1/CN2CCC1CC2)c1cc2ccccc2cc1O | 4 | -3 | i | -1 | i | -16 | i | i | i | i | 11
O=C(Cc1ccccc1)Oc1ccc(N2C(=O)C3CCCCC3C2=O)cc1 (centres undefined) | -1 | 3 | i | -2 | i | -7 | i | i | i | i | 6
O=c1[nH]c(=O)n(CCC2=CCCCC2)c(O)c1/C=N/Nc1cccc2ccccc12 | 0 | -2 | i | -1 | i | -6 | i | i | i | i | -5
CCOC(=O)C1SC2(C(F)(F)C(F)F)CC1(O)c1c(c(OC)c3occc3c1OC)O2 (centres undefined) | 0 | 2 | i | 0 | -8.6* | -5 | i | i | -11* | i | -5
Cc1ccccc1N1CCN(C2CCCN(C(=O)Cc3c(C)noc3C)C2)CC1 (centres undefined) | -8 | -1 | i | -2 | i | -6 | i | i | i | i | -5
O=C1NS(=O)c2cc([N+](=O)[O-])cc([N+](=O)[O-])c21 (centres undefined) | 7 | 1 | i | -1 | i | -5 | i | i | i | i | 0
CCOC(=O)c1c(/N=C/C2C(=O)NC(=O)NC2=O)sc2c1CCC2 | -6 | 4 | i | 4 | i | -7 | x | i | i | i | -4
Cn1c(O)c(/C=N/N2CCCCC2)c(=O)[nH]c1=O | -3 | -1 | i | 15 | i | -4 | i | i | i | i | -4
CNP1(NC)=Nc2nn(-c3ccccc3)c(N)c2C(c2ccccc2)=N1 | 0 | 2 | i | 0 | i | 2 | i | i | i | i | 0
Cc1cc(C)c(S(=O)(=O)NCC2CCC(C(=O)N3CCC4(CC3)OCCO4)CC2)c(C)c1 (centres undefined) | -12 | -6 | i | -1 | i | -6 | i | i | i | i | 6
Cc1cccc(-n2c(-c3ccc([N+](=O)[O-])cc3)nc3ccccc3c2=O)c1 | u | -1 | i | -2 | i | 2 | i | i | i | i | -5
CCCOC(=O)c1ccc(-[n+]2c(-c3ccccc3)cc(-c3ccccc3)cc2-c2ccccc2)cc1 | 9 | -5 | i | 3 | -7.7* | -36 | i | 12* | i | -7.2* | 6
CC(=NCC1CCCO1)c1c(O)n(-c2ccccc2C)c(=O)[nH]c1=O (centres undefined) | 1 | 0 | i | -15 | i | 0 | i | i | i | i | 16
CCNC(=S)N1CCn2cccc2C1c1cccnc1 (centres undefined) | 10 | 0 | i | 0 | i | -18 | i | i | i | i | -5
Cc1cc(O)c2c(c1)OC(C)(C)C1=C2CC(C)CC1 (centres undefined) | 11 | 2 | i | -2 | i | -15 | i | i | i | i | -3
CCCCCn1c(=O)c(C(=O)NC(C)c2ccccc2)c(O)c2ccccc21 (centres undefined) | 8 | 2 | i | 1 | i | -3 | i | i | i | i | 0
CCN(CC)C(=O)Oc1ccc(NC(=O)N2CCOCC2)cc1 | 1 | 0 | i | -1 | i | -7 | i | i | i | i | 13
Cn1c(O)c(C(=N)COc2cccc(Cl)c2)c(=O)n(C)c1=O | 0 | -4 | i | 1 | i | -9 | i | i | i | i | 1
CC(C)Cn1cc(C(=O)N2CCC3(CC2)OCCO3)c2c3ccccc3n(C)c2c1=O | -14 | x | i | -4 | i | -20 | i | i | i | i | -7
Cc1cccc(CCNCc2cc3ccc(C)cc3[nH]c2=O)c1 | -2 | 0 | i | 2 | i | -12 | i | i | i | i | 0
O=C(COc1ccccc1Cl)N1CCCC(N2CCN(c3ccc(F)cc3)CC2)C1 (centres undefined) | 1 | 0 | i | -2 | i | -15 | i | i | i | i | 2
Cc1ccc(-n2c(O)c(C=Nc3ccc(S(N)(=O)=O)cc3)c(=O)[nH]c2=O)cc1 | 8 | -1 | i | -1 | i | -4 | i | i | i | i | 1
Cc1c(CC(=O)N2C[C@H]3C[C@@H](C2)c2cccc(=O)n2C3)c(=O)oc2c(C)c(O)ccc12 | -114 | 2 | i | 1 | i | -11 | i | i | i | i | 1
COC(=O)C1=C(c2cccc(OC)c2OC)C[C@@H]2CC[C@H]1N2C(=O)NC(C)C | 7 | -3 | i | 2 | i | -7 | i | i | i | i | -1
C=CCn1c(O)c(C(CC)=Nc2cccc(C(=O)O)c2)c(=O)[nH]c1=O | -2 | -5 | i | 9 | i | -5 | i | i | i | i | -2
CN(C)C(Cc1ccccc1)C(=O)c1ccc(-c2ccccc2)cc1 (centres undefined) | -2 | 2 | i | -4 | i | -10 | i | i | i | i | 3
C=C1C2C[C@H](O)C(C)(C)[C@@]2(O)[C@H](O)C[C@]23C[C@@](C)(O)[C@H](CC[C@H]12)[C@H]3OC(C)=O (some centres undefined) | -6 | -1 | i | -4 | i | -7 | i | i | i | i | 5
C[N+]1(CC(COCc2ccccc2)OC(=O)Cc2ccccc2)CCOCC1 (centres undefined) | 1 | -2 | i | -1 | i | -6 | i | i | i | i | -2
CC(C)(O)[C@@H]1[C@H]2OC(=O)[C@@H]1[C@]1(O)C[C@H]3O[C@]34C(=O)O[C@H]2[C@]14C (tested in a mixture with another compound) | -3 | 0 | i | -5 | i | -4 | i | i | x | i | x
[O-]c1ccccc1-[n+]1c(-c2ccccc2)cc(-c2ccccc2)cc1-c1ccccc1 | 8 | -4 | i | 4 | -7.4* | -41 | x | 6* | i | i | -7
Cc1ccc(-n2c(O)c(/C=N/NC(=O)c3ccncc3)c(=O)[nH]c2=O)cc1C | 0 | 4 | i | 1 | i | -9 | i | i | i | i | 4
S=c1[nH]c2ccccc2[nH]1 | 2 | 0 | i | 0 | i | -17 | i | i | i | i | 1
O=C1NC(=O)N(CCc2ccc(F)cc2)C(=O)/C1=C/c1ccco1 | -4 | -1 | i | -4 | i | -10 | i | i | i | i | x
COC(=O)c1ccc(CN2CCSC2=N)cc1 | -1 | 2 | i | -1 | i | -6 | i | i | i | i | x
N#Cc1ccc(Cn2cc(C(=O)c3ccco3)c3ccccc32)cc1 | -3 | -1 | i | -5 | i | -16 | i | i | i | i | -1
CCOP(=O)(OCC)C(NS(=O)(=O)c1ccccc1)C(Cl)(Cl)Cl (centres undefined) | -6 | -2 | i | -2 | i | -8 | i | i | i | i | -2

Assay outcomes from PubChem.

These rows are one share of the data, so the mix of outcomes need not match the whole.
